# Assay outcomes as filed in PubChem.
# GAA inhib = blocks human lysosomal alpha-glucosidase; P10253; purified human GAA, 4-MU-alpha-glucoside fluorescence; Potency, µM (titrated, usually from 76.9 µM), inactives show at the top dose activity change, negative = inhibition, actives largely listed as inhibitors; 200,000 compounds, 0.005% hits; AID 1466;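 note: plate controls were uninhibited enzyme wells for no effect and no-enzyme background for full effect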
#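 Endpoint fluorogenic read: 20 min room-temperature reaction of 4 nM human alpha-glucosidase with 400 uM 4-methylumbelliferyl-alpha-D-pyranoside, pH 5.0, quenched with 1M NaOH/1M glycine pH 10. AC50 from Hill modeling.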
# JMJD2E inh = blocks human JMJD2E demethylase activity. B2RXH2. JMJD2E catalytic domain, FDH-coupled NADH fluorescence (FDH is formaldehyde dehydrogenase). Potency, µM (highest dose often 57.1 µM), inactives show at the highest dose activity change, negative = inhibition, actives largely listed as inhibitors. 230,000 compounds, 1.6% hits. AID 2147; active = well fitted inhibition curve with a large enough effect, not every such curve was filed as active; inconclusive = small, poorly fitted or top-dose-only effect, or another doubt; inactive = no such curve, though single readings can be large or run the other way;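 note: 0% = wells with enzyme and -100% = buffer wells without enzyme; nearly all actives have a fitted effect of over 50% in size; many of its hits are not listed in these tables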
# Target sequence (B2RXH2 1-337 limits assumed): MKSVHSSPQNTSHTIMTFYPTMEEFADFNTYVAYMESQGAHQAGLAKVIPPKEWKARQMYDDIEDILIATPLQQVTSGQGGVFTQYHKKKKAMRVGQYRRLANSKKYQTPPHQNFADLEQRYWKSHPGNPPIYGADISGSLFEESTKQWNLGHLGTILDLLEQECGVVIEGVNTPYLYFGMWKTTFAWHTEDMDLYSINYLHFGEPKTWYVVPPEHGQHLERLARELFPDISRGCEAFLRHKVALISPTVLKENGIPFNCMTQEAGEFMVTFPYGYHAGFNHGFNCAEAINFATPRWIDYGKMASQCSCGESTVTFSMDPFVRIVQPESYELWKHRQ
# GAA glycogen = inhibitors or activators of human alpha-glucosidase glycogen cleavage; P10253; recombinant GAA, glycogen substrate, Amplex Red glucose oxidase fluorescence; Potency, µM (top dose mostly 76.4 µM), for inactives: at the top dose activity change, negative = inhibition, most hits filed as inhibitors; 300,000 compounds, 0.38% hits; AID 2100;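 note: 0% = full enzyme reaction and -100% = no-enzyme basal signal; the screen sought inhibitors and activators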
#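 Recombinant enzyme (4 nM final) with compounds titrated up to 77 uM and bovine liver glycogen (30 ug) in citrate pH 5.0, 0.01% Tween-20, 37 C 40 min. Released glucose detected by Amplex Red/glucose oxidase (Ex 573/Em 610); AC50 from Hill fits.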
# GLA spleen mod = inhibits or activates alpha-galactosidase in human spleen homogenate | P06280 | human spleen homogenate, 4MU-alpha-Gal fluorescence, 40 min | Potency, µM (highest dose often 80 µM), for the others: at the highest dose activity change, negative = inhibition, hits mostly inhibitors | 240,000 compounds, 0.008% hits | AID 2107;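 note: 0% = enzyme with vehicle and -100% = no enzyme basal signal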
# Target sequence (P06280 32-429 limits assumed): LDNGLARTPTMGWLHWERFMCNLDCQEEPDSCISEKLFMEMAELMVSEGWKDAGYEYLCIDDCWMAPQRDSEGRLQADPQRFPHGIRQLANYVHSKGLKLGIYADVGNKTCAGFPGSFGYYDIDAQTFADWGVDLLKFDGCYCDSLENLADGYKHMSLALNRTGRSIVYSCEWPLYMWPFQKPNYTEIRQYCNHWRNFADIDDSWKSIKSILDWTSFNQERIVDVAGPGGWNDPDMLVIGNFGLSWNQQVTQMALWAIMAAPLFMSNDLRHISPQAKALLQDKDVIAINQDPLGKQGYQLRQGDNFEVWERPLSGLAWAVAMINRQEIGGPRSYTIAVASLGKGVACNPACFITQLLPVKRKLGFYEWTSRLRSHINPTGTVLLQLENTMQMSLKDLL
#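 Human spleen homogenate (1 ug) was the enzyme source, with 4-methylumbelliferyl-alpha-D-galactopyranoside (1 mM final) in pH 5.0 citrate buffer with 0.01% Tween-20. Compounds were titrated; after 40 min at 37C, NaOH/glycine stop, 4-MU fluorescence read; AC50 from Hill fits.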
# GoLoco inh red = RGS12 GoLoco-Gai1 interaction inhibition. P63096. Gai1:RGS12 GoLoco peptide FP, rhodamine, 10 min. Potency, µM (doses to about 61.6 µM), for inactives: at the top dose activity, negative = inhibition, usual class: inhibitors. 230,000 compounds, 0.44% hits. AID 880; active = well fitted inhibition curve with a large enough effect, not every such curve was filed as active; inactive = no such curve, though single readings can be large or run the other way; note: % is set by controls: 0 for no effect and ±100 for the full control effect; nearly all actives have a fitted effect of over 30% in size; many of its hits are not listed in these tables
# Target sequence (P63096 whole entry, looked up): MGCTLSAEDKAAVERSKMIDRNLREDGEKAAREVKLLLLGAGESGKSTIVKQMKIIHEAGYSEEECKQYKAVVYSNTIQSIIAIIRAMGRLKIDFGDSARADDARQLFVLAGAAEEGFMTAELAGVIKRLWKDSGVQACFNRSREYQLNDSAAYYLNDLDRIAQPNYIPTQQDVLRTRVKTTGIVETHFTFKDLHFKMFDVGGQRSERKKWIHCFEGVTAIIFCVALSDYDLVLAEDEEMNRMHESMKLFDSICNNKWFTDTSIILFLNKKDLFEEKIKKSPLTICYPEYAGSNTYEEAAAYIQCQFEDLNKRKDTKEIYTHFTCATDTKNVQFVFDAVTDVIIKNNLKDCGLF
# aGlu spleen mod = lysosomal alpha-glucosidase (human) modulation; 240,000 compounds, 0.006% hits; Potency, µM (top dose mostly 79.9 µM), inactives show at the top dose activity change, negative = inhibition, hits mostly inhibitors; human spleen homogenate, 4-MU-alpha-glucoside fluorescence; AID 2112;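 note: 0% = enzyme with vehicle and -100% = no enzyme basal signal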
#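 Human spleen homogenate (1 ug) with 4-methylumbelliferyl-alpha-D-glucopyranoside (1 mM final) in 50 mM citrate/phosphate pH 5.0, 0.01% Tween-20; 40 min at 37 C. Stopped at pH 10; 4-MU fluorescence Ex 365/Em 440 nm; AC50 by Hill fit.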
# SMN2 splice enh = SMN2 splice variant enhancement; 210,000 compounds, 2.8% hits; Potency, µM (doses to about 46.1 µM), inactives show top-dose activity change, positive = activation, most hits filed as activators; AID 1458; HEK293 SMN2-luciferase splicing reporter, luminescence, 30-36 h; note: % of control where 0% means no effect; nearly all actives have a fitted effect of over 55% in size
#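 qHTS luciferase splicing reporter: luminescence rises when SMN2 exon 7 is included in transfected HEK293 cells. Compound exposure lasted 30-36 h at 37C, with 4.5 mM final sodium butyrate as control, followed by a ONE-Glo read.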
# ALDH1A1 block = blocks purified human ALDH1A1 activity | P00352 | Purified ALDH1A1, NADH fluorescence, propionaldehyde substrate | Potency, µM (doses to about 75.3 µM), for inactives: at the highest dose activity, negative = inhibition, actives largely listed as inhibitors | 220,000 compounds, 7.3% hits; active = well fitted inhibition curve with a large enough effect, not every such curve was filed as active; inconclusive = small, poorly fitted or top-dose-only effect, or another doubt; inactive = no such curve, though single readings can be large or run the other way;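 note: plate controls were no enzyme wells and a reference inhibitor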
# Active calls of the source: *; ? = inconclusive; / = not tested or not shown; & = joins results of further samples; [ ] = another dose, or the depositor's remark. Unless noted, calls come from the whole dose curve; as a rule, active = well fitted curve in the direction sought with a large enough effect; inconclusive = small, poorly fitted or top-dose-only effect, or another doubt; inactive = no such curve, though single readings can be large; an effect the other way counts as inactive or inconclusive. Potency is the fitted concentration of half-maximal effect. Some of the compounds tested; count on the stated rates, not on these rows.
structure	GAA inhib	JMJD2E inh	GAA glycogen	GLA spleen mod	GoLoco inh red	aGlu spleen mod	SMN2 splice enh	ALDH1A1 block
CCC(CC)NC(=O)CCc1nc2ccccc2c(=O)[nH]1	-1%	-2%	8%	0%	1%	-3%	9%	-1%
O=C(O)C1CC=CCC1C(=O)NNS(=O)(=O)c1ccccc1 (stereo unspecified)	-4%	5%	1%	-7%	-1%	2%	20%	0%
COc1cccc(C(=O)Nc2ccc(NC(=O)C(C)(C)C)cn2)c1	-3%	3%	2%	16%	-9%	-20%	0.89µM*	18%
CN1CCN(c2ccccc2NC(=O)c2ccc(N3CCCC3)c([N+](=O)[O-])c2)CC1	?	8%	-1%	1%	1%	0%	-33%[inhibitor]	?
CC1=C(C(=O)OCc2ccccc2)C(c2ccc(Cl)cc2Cl)NC(=O)N1CCCCCC(=O)O (stereo unspecified)	0%	1%	3%	3%	3%	-2%	-13%	?
COc1ccccc1NC(=O)N(Cc1cc2cc(OC)c(OC)cc2[nH]c1=O)CC1CCCO1 (stereo unspecified)	-1%	?	2%	9%	1%	6%	26%	?
Cc1oc2c(c1C(=O)N1CCOCC1)C(=O)c1ccccc1C2=O	-4%	?	-5%	-1%	-2%	-6%	-110%[inhibitor]	?
Cc1cc(NC(=O)C2C3C=CC(C3)C2C(=O)O)no1 (stereo unspecified)	1%	2%	-10%	-5%	10%	-6%	23%	4%
N#Cc1ccc(-c2ccc(OCC(O)Cn3nnc4ccccc43)cc2)cc1 (stereo unspecified)	0%[15.4 µM]	?	3%	-12%	21%	-8%	1%	0%
Clc1ccccc1-c1nnc2sc(-c3ccncc3)nn12	3%	0%	/	-2%	17%	-7%	-22%	-5%
CCCC(C(=O)NC1CCCC1)N(C(=O)Cn1nnc(-c2ccc(C)o2)n1)c1ccccc1OC (stereo unspecified)	-7%	3%	-4%	-1%	2%	-2%	2%	-3%
CCn1c(O)c(C2=NCCCC2)c2ccccc21	2%	6%	-5%	6%	7%	2%	-4%	8%

# Random excerpt: 3 compounds from above, in no set order.
structure	GAA inhib	JMJD2E inh	GAA glycogen	GLA spleen mod	GoLoco inh red	aGlu spleen mod	SMN2 splice enh	ALDH1A1 block
COc1cccc(C(=O)Nc2ccc(NC(=O)C(C)(C)C)cn2)c1	-3%	3%	2%	16%	-9%	-20%	0.89µM*	18%
O=C(O)C1CC=CCC1C(=O)NNS(=O)(=O)c1ccccc1 (stereo unspecified)	-4%	5%	1%	-7%	-1%	2%	20%	0%
COc1ccccc1NC(=O)N(Cc1cc2cc(OC)c(OC)cc2[nH]c1=O)CC1CCCO1 (stereo unspecified)	-1%	?	2%	9%	1%	6%	26%	?

# Continuation.
structure	GAA inhib	JMJD2E inh	GAA glycogen	GLA spleen mod	GoLoco inh red	aGlu spleen mod	SMN2 splice enh	ALDH1A1 block
COc1cc(/C=N/NC(=S)Nc2cccc(S(=O)(=O)N(C)C)c2)ccc1O	-3%	-20%	?	-2%	7%	-6%	21%	-1%
Cc1ccc(-n2ncc3c(=O)n(CC(=O)NCc4ccco4)cnc32)cc1C	-6%	?	8%	-5%	-4%	2%	20%	?
COc1cc2c(cc1NC(=O)CSc1nnnn1-c1ccccc1)oc1ccccc12	1%	?	3%	11%	-7%	6%	-11%	-9%
Cc1ccc(C(=O)c2c(NC(=O)CSc3nnc(N)s3)sc3c2CCCC3)cc1	-2%	7%	3%	-1%	0%	-3%	?	-3%
COc1ccc(/C(N)=N/OC(=O)c2cccc([N+](=O)[O-])c2)cc1	1%	1%	-10%	2%	4%	8%	?	-2%
COc1ccc(OC)c(-c2cc(C(=O)Nc3cccc(Cl)c3)no2)c1	9%	?	-11%	?	7%	4%	-7%	?
CCCCN(CCCC)CC(O)CN1C(=O)NC(C)(C)C1=O (stereo unspecified)	3%	5%	-1%	-17%	-1%	-9%	18%	5%
O=C(Nc1ccc(N2CCOCC2)c2nonc12)C1CCCC1	0%	-10%	7%	-2%	6%	-1%	4%	?
CCN(CC)C(=O)c1c(C)nc2ccccn12	-2%	5%	-10%	2%	-15%	-1%	-16%	-14%
CCN(CC)S(=O)(=O)c1ccc(N2CCOCC2)c(NC(=O)c2ccc3ccccc3c2)c1	-5%	?	1%	8%	22%	6%	-1%	?
Oc1ccc(/C=N\Nc2cc(N3CCOCC3)nc(N3CCOCC3)n2)c(O)c1	-11%	14µM*	10µM*	3%	-3%	-2%	-2%	-3%
COc1ccc(N(C(=O)C2CCCCC2)C2C=CS(=O)(=O)C2)c(OC)c1 (stereo unspecified)	-3%	3%	1%	-1%	8%	-18%	-11%	-3%

# Single records, from the list above. Order of values: GAA inhib	JMJD2E inh	GAA glycogen	GLA spleen mod	GoLoco inh red	aGlu spleen mod	SMN2 splice enh	ALDH1A1 block
# COc1ccc(OC)c(-c2cc(C(=O)Nc3cccc(Cl)c3)no2)c1 as listed: 9%	?	-11%	?	7%	4%	-7%	?
# CCN(CC)S(=O)(=O)c1ccc(N2CCOCC2)c(NC(=O)c2ccc3ccccc3c2)c1 as listed: -5%	?	1%	8%	22%	6%	-1%	?
# O=C(Nc1ccc(N2CCOCC2)c2nonc12)C1CCCC1 as listed: 0%	-10%	7%	-2%	6%	-1%	4%	?
# CCCCN(CCCC)CC(O)CN1C(=O)NC(C)(C)C1=O (stereo unspecified) as listed: 3%	5%	-1%	-17%	-1%	-9%	18%	5%
# COc1cc(/C=N/NC(=S)Nc2cccc(S(=O)(=O)N(C)C)c2)ccc1O as listed: -3%	-20%	?	-2%	7%	-6%	21%	-1%

# Additional records follow.
structure	GAA inhib	JMJD2E inh	GAA glycogen	GLA spleen mod	GoLoco inh red	aGlu spleen mod	SMN2 splice enh	ALDH1A1 block
CCN(CC(=O)Nc1ccc(N2CCOCC2)cc1)C(=O)COc1ccccc1OC	10%	-3%	-20%	6%	2%	3%	19%	5%
O=C(O)c1ccccc1SCc1cn2cc(Cl)ccc2n1	11%	4%	11%	-8%	44%[activator]	-2%	?	-10%
COc1ccc(C(=O)O)cc1S(N)(=O)=O	-7%	1%	-9%	4%	4%	-12%	11%	8%
COc1cc2c3c(c1)/C(=C1/SC(NC(C)=O)=NC1=O)C(=O)N3C(C)(C)C=C2C	-3%	0%	-14%	-1%	2%	-7%	?	?
Cc1ccccc1N1C(N)=NC(N)=NC1(C)C	-4%	-8%	0%	-2%	11%	-1%	/	-14%
COC(=O)c1cc(NC(=O)C2COc3ccccc3O2)ccc1Cl (stereo unspecified)	-2%	-3%	-15%	3%	-5%	3%	4%	9%
O=C(CN(CCc1ccccc1)C(=O)CNS(=O)(=O)c1ccccc1)NCc1ccco1	-8%	3%	9%	-13%	-13%	-8%	-9%	-13%
CC(=O)c1ccc(NC(=O)C(C)n2nc(-c3ccccc3)c3cc(Cl)ccc32)cc1 (stereo unspecified)	-9%	-4%	0%	8%	8%	-1%	1%	-13%
O=Cc1ccc(Oc2cnccn2)cc1	-7%	?	-16%	-1%	1%	-2%	8%	-6%
O=C(O)c1ccccc1Nc1cccc(OCc2ccc3ccccc3n2)c1	/	1%	/	-2%&5%	11%&-3%	8%&5%	-13%	?
CCOC(=O)N1CCC(NC(=O)CC(NS(=O)(=O)c2ccc(Cl)cc2)c2ccco2)CC1 (stereo unspecified)	-9%	5%	-1%	4%	2%	-3%	-32%[inhibitor]	0%
O=C(NC1(C(=O)NC2CCCCC2)CCCCC1)c1ccccn1	-6%	5%	1%	8%	-2%	5%	-7%	2%
CC(C)C(=O)Nc1ccc(C(=O)NNC(=S)NC(=O)c2ccco2)cc1	/	?	?	-17%	-7%	-3%	/	/
CCc1ccc(S(=O)(=O)Nc2cccc(C3OCCCO3)c2)cc1	-2%	4%	-6%	-2%	-6%	1%	-39%[inhibitor]	?
CCn1c(CC(=O)Nc2ccccc2OC)nnc1SCC(=O)Nc1ccccc1F	1%	-7%	24%	3%	-13%	7%	11%	4%
COCCn1c(SCC(=O)Nc2cc(C)on2)nc2ccccc21	8%	-4%	11%	-5%	5%	1%	-6%	5%
O=C(CSc1nnc(CNc2ccc(F)cc2)n1Cc1ccccc1)N1CCOCC1	0%	0%	2%	2%	0%	-2%	3%	1%
Cc1cc(=O)[nH]c(SCC(=O)Nc2cc(S(=O)(=O)N3CCCC3)ccc2Cl)n1	/	-4%	-13%	3%	3%	-17%	/	/
CCOc1ccc(N2C(=O)c3ccc(C(=O)OCc4c(C)noc4C)cc3C2=O)cc1	-13%	-3%	2%	-18%	13%	-6%	-2%	-3%
Cc1ccc(N2CC(C(=O)Nc3nnc(C(C)C)s3)CC2=O)cc1 (stereo unspecified)	0%	3%	2%	-1%	2%	-14%	/	-11%
N#CCn1nnc(-c2ccc3c(c2)OCO3)n1	-2%	-3%	-13%	8%	/	3%	/	4%
CCOCC(=O)Nc1ccccc1C(=O)OCC	-13%	?	3%	0%	9%	-12%	-6%	-11%
Clc1cc2c(nn1)Nc1ccccc1S2	1%	-2%	-11%	-3%	7%	3%	/	11%
COC(=O)C1=C(C)Nc2nnnn2C1c1ccco1 (stereo unspecified)	-7%	-1%	1%	1%	-2%	-4%	-6%	10µM*
NC(=O)c1ccc(NC(=O)C2CCCO2)cc1 (stereo unspecified)	?	13%	15%	-4%	10%	-5%	-1%	-8%
O=c1[nH]c(SCc2cccc(F)c2)nc2ccccc12	/	3%	1%	-5%	9%	-3%	/	/
CC(Sc1nc2ccccc2o1)C(=O)O (stereo unspecified)	-2%	15%	-2%	-2%	-4%	6%	-19%	-2%
Cc1ccc2[nH]c3c(=O)n(N)c(C)nc3c2c1	-5%	?	-11%	5%	6%	0%	26%	?
CC(NC(=O)C(C)N1C(=O)C2C3CC(C(Br)C3Br)C2C1=O)c1ccccc1 (stereo unspecified)	4%	11%	-5%	1%	10%	-15%	13%	8%
FC(F)(F)c1nc(-c2cccnc2)ncc1-c1nnnn1-c1ccccc1	-5%	1%	-2%	-1%	-4%	-4%	-20%	5%
